CCR6 antagonist: CCR6 receptor antagonists, primary screen, cell-based, CHO-K1, luminescence, beta-arrestin, uHTS; C-C chemokine receptor type 6 (Homo sapiens), P51684; CHO-K1 CCR6 PathHunter beta-arrestin, CCL20-stimulated; inhibition, % at 20 µM; 340,000 compounds, 0.49% hits; AID 493098, 2011;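 active = compounds whose inhibition of the agonist-driven luminescence signal at 20 µM reaches about 50%, limit read from the data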;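 note: cells stimulated with CCL20 at 14 nM final; plate controls were DMSO with CCL20 for no effect and DMSO without agonist for full effect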
EBI2 block: EBI2 receptor antagonists, beta-arrestin recruitment, primary screen, cell-based, luminescence, 7a,25-OHC stimulation, uHTS; 360,000 compounds, 0.81% hits; G-protein coupled receptor 183 (Homo sapiens), P32249; AID 651636, 2012; inhibition, % at 5 µM; 7a,25-OHC stimulated; in the data active = inhibition above about 38%;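 note: enzyme fragment complementation signal reports receptor beta-arrestin coupling in cells; 0% = agonist plus DMSO wells and 100% = wells without agonist; some results beyond the cut were filed as inactive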
Mdm2-MdmX inh: inhibitors of human Mdm2-MdmX association, primary screen, cell-based, luminescence, split luciferase, SaOS-2, uHTS. Protein Mdm4 (Homo sapiens) + E3 ubiquitin-protein ligase Mdm2 (Homo sapiens), …. SaOS-2 split-luciferase Mdm2/MdmX complementation. inhibition, % at 8 µM. 330,000 compounds, 3% hits. AID 485346, 2010;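 active = inhibition of at least 50% at 8 µM in the primary screen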
Target sequence (O15151 whole entry, looked up): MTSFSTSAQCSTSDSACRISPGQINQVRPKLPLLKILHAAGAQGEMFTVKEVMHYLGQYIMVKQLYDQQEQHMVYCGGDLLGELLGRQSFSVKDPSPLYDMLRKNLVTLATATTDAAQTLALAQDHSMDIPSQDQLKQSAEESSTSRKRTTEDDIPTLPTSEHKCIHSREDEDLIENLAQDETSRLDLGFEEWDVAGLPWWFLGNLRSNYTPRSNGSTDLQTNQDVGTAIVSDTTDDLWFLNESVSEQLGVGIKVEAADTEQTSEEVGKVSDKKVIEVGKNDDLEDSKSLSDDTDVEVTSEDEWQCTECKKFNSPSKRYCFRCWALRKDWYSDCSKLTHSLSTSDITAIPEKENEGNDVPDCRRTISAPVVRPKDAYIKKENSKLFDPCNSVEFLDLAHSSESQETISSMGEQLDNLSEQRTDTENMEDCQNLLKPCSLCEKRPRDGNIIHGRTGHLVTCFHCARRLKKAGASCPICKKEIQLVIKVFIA
Target sequence (Q00987 whole entry, looked up): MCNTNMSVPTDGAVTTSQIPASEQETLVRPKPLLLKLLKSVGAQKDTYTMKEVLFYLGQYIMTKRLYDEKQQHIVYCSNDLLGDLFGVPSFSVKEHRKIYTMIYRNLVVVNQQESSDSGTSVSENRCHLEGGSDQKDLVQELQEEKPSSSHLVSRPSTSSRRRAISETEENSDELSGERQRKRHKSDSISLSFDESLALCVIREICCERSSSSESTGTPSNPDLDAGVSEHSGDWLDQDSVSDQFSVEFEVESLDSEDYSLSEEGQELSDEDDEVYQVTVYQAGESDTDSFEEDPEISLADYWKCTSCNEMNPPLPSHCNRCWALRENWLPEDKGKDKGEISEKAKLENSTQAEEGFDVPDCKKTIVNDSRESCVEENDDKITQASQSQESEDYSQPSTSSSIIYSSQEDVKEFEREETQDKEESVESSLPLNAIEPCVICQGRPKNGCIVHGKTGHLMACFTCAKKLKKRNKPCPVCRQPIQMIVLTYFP
697 NFkB inh: inhibitors of PMA/ionomycin-induced NF-kB reporter, 697 cells, primary screen, B-cell NF-kB inhibitor project, cell-based, luminescence, uHTS; 697 B-cell NF-kB luciferase reporter, 16 h; inhibition, % at 4 µM; 330,000 compounds, 0.33% hits; AID 435022, 2010; in the data active = inhibition above about 35%
Gli-Sufu block: Gli-Sufu pathway antagonists, primary screen, luciferase luminescence, Sufu-KO-LIGHT cells, uHTS; Sufu-KO-LIGHT fibroblasts, Gli luciferase reporter luminescence; inhibition, % at 5 µM; 340,000 compounds, 0.74% hits;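 active = inhibition above about 55%, limit read from the data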;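 note: 0% = DMSO-treated cells and 100% = wells with medium but no cells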
CXCR6 inh: CXCR6 receptor inhibitors, primary screen, cell-based, beta-arrestin, luminescence, CHO-K1 PathHunter, 1536-well; C-X-C chemokine receptor type 6 (Homo sapiens), O00574; inhibition, % at 20 µM; 360,000 compounds, 0.36% hits; AID 602244, 2012; in the data active = inhibition above about 34%, passing the limit was not always enough;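 note: antagonist mode with CXCL16 agonist at 10 nM final; 0% = 10 nM CXCL16 with DMSO and 100% = unstimulated wells without agonist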
Jurkat NFkB inh: inhibitors of induced NF-kB luciferase reporter, primary screen, TCR NF-kB activation inhibitor project, cell-based, luminescence, uHTS | AID 435003, 2010 | 330,000 compounds, 0.53% hits | inhibition, % at 4 µM | Jurkat, PMA/ionomycin-induced NF-kB luciferase reporter; in the data active = inhibition above about 50%
UPR XBP1 act: activators of adaptive XBP1 UPR arm, primary screen, cell-based, CHO-XBP1 luciferase reporter, luminescence, uHTS. IRE1-XBP1 UPR activation; percent of tunicamycin response, DMSO as zero. activation, % at 20 µM. 330,000 compounds, 0.33% hits;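 active = versus positive control, 20 µM dose yields 30% or more activation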;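 note: 100% = tunicamycin at 10 µg/mL and 0% = DMSO only wells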
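Signal: luciferase luminescence; Assay system: CHO-XBP1 luciferase reporter cells; Amount: one thousand reporter cells per well; Dosing: 20 µM single concentration, DMSO 1%; Benchmarks: high control tunicamycin 10 µg/mL final, low control DMSO vehicle only; Schedule: 6 h compound exposure at 37 °C, 5% CO2; Evaluation: percent activation relative to tunicamycin reference.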
CHOP UPR activ: activators of apoptotic CHOP UPR arm, primary screen, cell-based, CHO-CHOP luciferase reporter, luminescence, uHTS. UPR activation; percent of tunicamycin response over DMSO baseline. activation, % at 10 µM. 330,000 compounds, 0.34% hits;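 active = at 10 µM dose, activation of 40% or more, normalized to positive control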;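 note: 100% = tunicamycin at 10 µg/mL and 0% = DMSO alone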
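Test system: CHO CHOP reporter cells. Input: 500 CHO-CHOP cells per well. Medium: F12 with 10% FBS. Technique: luciferase luminescence. Measure: percent activation relative to tunicamycin control. Dosing: 10 µM compound, 0.5% DMSO. Timing: 16-18 h cell attachment, then 6 h compound exposure, 37 °C.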
Numbers without * were called inactive; · = not tested or not shown.

SMILES	CCR6 antagonist	EBI2 block	Mdm2-MdmX inh	697 NFkB inh	Gli-Sufu block	CXCR6 inh	Jurkat NFkB inh	UPR XBP1 act	CHOP UPR activ
COCC1CCN(C(=O)c2cc(COc3cc(C)c(Cl)c(C)c3)on2)C1 (stereo not drawn)	13	-2	-47	-78	-7	-6	-43	-3	7.6
C/C(=C\[C@@H](NP(=O)(c1ccccc1)c1ccccc1)c1ccccc1)CO[Si](c1ccccc1)(c1ccccc1)C(C)(C)C	28	-24	76*	11	7	19	14	1	2.6
COc1ccc(C(=O)Nc2cc(C)cc(C)c2)cc1S(=O)(=O)N1CCOCC1	9	9	-3	3	6	-5	-5	2	0.6
O=C(/C=C/c1ccco1)NC(=S)Nc1cc(C(F)(F)F)ccc1N1CCOCC1	1	10	14	-12	7	4	-7	-2	0.6
O=C(COC(=O)c1cccs1)NCCN1C(=O)CSC1=O	8	0	-27	10	-3	-3	7	-1	1.8
COc1cc(/C=C/C(=O)OCC(=O)N2CCC(C)CC2)ccc1OCC#N	2	-17	14	21	1	0	4	-2	-0.8
CCc1ccc(OCC(=O)c2c(O)c3ccccc3oc2=O)cc1	13	-5	12	-3	9	2	7	-2	1.3
CCCN1CCN(S(=O)(=O)c2ccc3c(c2)OCCO3)CC1	0	3	-6	-1	2	-5	3	0	-0.4
CCOC(=O)CC(=O)CSc1ccc2nnc(-c3ccccc3)n2n1	4	-1	16	11	2	-3	5	0	-1.1
O=C(O)CCN1C(=O)/C(=C2\C(=O)N(Cc3ccc(F)cc3)c3ccccc32)SC1=S	1	-10	-6	-28	21	7	1	0	2.2
Cc1[nH]c2ccccc2c1-c1csc(NC(=O)CN2CCOCC2)n1	1	-5	-22	21	4	-4	-4	-6	-0.1
O=C(CSc1nnc(C2COc3ccccc3O2)o1)Nc1ccc(F)cc1Cl (stereo not drawn)	10	-5	7	3	12	4	3	1	-1.1
CCOc1ccc(CC2S/C(=N/c3ccccn3)NC2=O)cc1 (stereo not drawn)	34	-9	24	-9	2	29	6	4	3.8
Cc1cnc(CNC(=O)c2ccc(OC3CCN(C(=O)C4CC4)CC3)cc2)cn1	8	-5	-3	6	-3	-7	14	-3	0.4
COCCOc1ccc(C(F)(F)F)cc1NC(=O)COC(=O)Cc1c[nH]c2ccccc12	11	82*	-6	14	-5	-2	18	1	0.4
Cc1ccc(NNC(=S)Nc2ccc(C(C)C)cc2)c(C)c1	42	70*	4	-10	-17	19	6	-2	-0.1
O=C(O)/C=C/c1cccc2c1OCCO2	-5	1	14	-4	-2	5	-3	-1	-0.4
O=C(COn1nnc2ccc(Cl)cc21)NC12CC3CC(CC(C3)C1)C2	15	1	-2	1	15	2	-11	-2	0.2
COc1ccc(SCCN2CC[C@@H](C)CCC2=O)cc1	4	1	3	-4	-12	-1	5	0	3.0
CC(O)Cn1cnc2c1c(=O)n(C)c(=O)n2C (stereo not drawn)	0	1	8	18	0	-5	3	-6	2.6
O=C(O)COc1ccccc1/C=N/NC(=O)CSc1nnc(SCc2ccc(Cl)cc2)s1	-5	-3	14	21	-22	8	-24	-3	-0.8
Cn1c(=O)c2c(ncn2CC(=O)OCC(=O)NC2CCCc3ccccc32)n(C)c1=O (stereo not drawn)	-12	-2	19	7	9	6	-1	-1	0.9
CCOC(=O)c1nnc(-c2cccs2)nc1Oc1ccccc1C(=O)OC	17	-12	-2	7	8	9	-5	4	1.2
Nc1cccc(Nc2ncnc3ccccc23)c1	10	-1	17	-15	-39	-4	3	-2	2.1
C=C1C(O)[C@@H]2O[C@]3(CC[C@H](/C=C/C(C)[C@@H]4CC(C)=CC5(O[C@H](C[C@@](C)(O)CO)CCC5O)O4)O3)CC[C@H]2O[C@@H]1C(O)CC(C)[C@H]1OC2(CCCCO2)CCC1C (stereo partly drawn)	39	·	88*	-405	63*	·	92*	4	16
O=C(NCCN1CCOCC1)C(=O)NCc1ccco1	0	-6	16	-1	-8	-6	15	0	-2.1
CC(=O)c1cccc(OCc2cc(C(=O)N(C)Cc3ccc(C)o3)no2)c1	13	-17	-10	-49	-9	2	-45	0	1.1
COc1ccc(C(=O)NCc2nnc(SCC(=O)N3CCOCC3)o2)cc1	-2	-8	2	1	-1	-8	-10	4	-0.4
COc1ccc(NC(=O)CC23CC4CC(C2)CC(n2nnc(C)n2)(C4)C3)cc1	7	-1	8	3	9	7	2	-2	0.0
C=C(C)C(=O)NNc1ccccc1	13	3	-16	-29	0	-6	-7	0	-0.5
O=C(COC(=O)c1cccc(C(=O)OCC(=O)c2ccc(Br)cc2)n1)c1ccc(Br)cc1	10	-3	4	-22	-13	1	-5	-1	-0.3
CCn1cc(/C=N/NC(=O)c2ccc3c(c2)OCO3)c(C)n1	-5	-9	6	-11	-9	-4	-5	-1	1.4
O=C(c1ccc(COc2ccc(Cl)cc2Cl)o1)N1CCCC1	16	-5	5	-9	-11	-1	3	0	1.5
COc1cccc(Oc2ccc(S(=O)(=O)N3CCOCC3)cc2[N+](=O)[O-])c1	1	-3	1	1	10	-3	7	-1	-1.6
CSc1ccc(CN2CCCN(C)CC2)cc1	7	-4	2	6	6	2	-13	-4	-0.3
Cc1cc(Cl)c(S(=O)(=O)Nc2ccon2)cc1OCC(=O)NC1CCCCC1	10	0	2	11	6	-3	-5	-3	1.3
Cc1ccc(-c2nc3ccccc3c(=O)n2-c2c(C)n(C)n(-c3ccccc3)c2=O)cc1	5	-6	-19	-4	9	1	4	-1	3.1
CCN(CC)c1ccc(/C=N\NC(N)=O)cc1	-3	-11	4	19	-3	2	-2	3	1.5
CCc1nnc(NC(=O)CCC(=O)NCC2CCCO2)s1 (stereo not drawn)	-3	14	8	21	50	1	9	-2	-4.4
O=C(NC(Cc1ccccc1)C(=O)O)/C(=C/c1ccccc1)NC(=O)c1ccc(Br)o1 (stereo not drawn)	16	3	21	6	-5	7	11	5	0.2
CN(C)c1cccc(C(=O)n2cc(C(=O)c3cc(F)ccc3O)cn2)c1	-1	-19	24	-51	-18	-4	7	-2	2.9
CCc1noc(C)c1C(=O)Nc1nc2c(F)cc(F)cc2s1	1	-5	-19	-23	-3	-17	-11	1	1.2
CCOc1ccc(S(=O)(=O)NN=C2CCN(C(C)=O)CC2)cc1	0	0	7	11	12	2	4	-1	-1.2
CC(C)CC(=O)Nc1cccc(NC(=O)c2ccccc2Cl)c1	-14	2	9	15	-5	-4	8	-1	-0.2
O=C(c1cc2ccccc2oc1=O)N(Cc1cccs1)Cc1ccccc1Cl	5	5	-18	-6	2	8	-10	2	5.2
O=C(Cn1ncc2c1-c1ccccc1OC2)N1CCN(c2ccccn2)CC1	5	3	21	19	·	-3	12	-3	0.0
CC1CN(C(=O)COC(=O)c2ccc(S(=O)(=O)N(C)C)cc2)CC(C)O1 (stereo not drawn)	10	-4	-35	16	0	2	3	-5	0.7
COc1ccc(CNC(=O)C2CCN(S(=O)(=O)N3CCCCC3)CC2)c(OC)c1	11	-7	20	7	-17	-1	11	-6	2.1
Clc1ccc(-n2nnnc2SCc2cn3ccccc3n2)cc1	-10	2	34	7	17	4	13	-4	-0.4
CCCN(Cc1nnc(-c2ccccc2Cl)o1)C(=O)c1cc2ccccc2o1	-3	1	5	-13	-5	3	-16	0	3.4
CC(/C=N/n1cnnc1)=C\c1ccco1	8	-9	17	5	6	-4	-2	-1	-1.3
CCOC(=O)C1=C(C)N(C[C@@H]2CC[C@@H](Cc3ccc(-c4ccccc4)cc3)O2)C(=O)NC1c1ccc(-c2ccccc2)cc1 (stereo partly drawn)	14	13	48	18	1	9	·	3	1.4
Cc1ccc(S(=O)(=O)CCC(=O)OCC(=O)N2CCN(S(=O)(=O)c3ccccc3)CC2)cc1	3	-10	22	-1	-6	0	15	-1	-1.3
O=CN/C=C/c1cc(O)ccc1O	46	-12	43	-4	9	15	4	-2	1.0
CCN(CC(=O)NCc1ccccn1)S(=O)(=O)c1ccc(Cl)cc1	-7	0	6	3	-1	4	-4	0	-0.7
COC(=O)CSc1nccc(-c2cccs2)n1	2	-8	-2	23	0	-2	3	4	2.9
CCOc1ccc(NC(=O)NNC(=O)c2ccc(CC)s2)cc1	-7	-9	16	6	0	-3	8	3	0.4
COC(=O)c1cc(NC(=O)c2cc(-c3ccc(C(F)(F)F)cc3)oc2C(F)(F)F)ccc1N1CCOCC1	-24	22	24	3	-3	-11	-17	0	0.0
CCOc1cc(N2CCOCC2)c(OCC)cc1NC(=O)COc1ccccc1[N+](=O)[O-]	-10	11	1	18	7	1	3	2	-0.6
Cc1ccc(OCCOc2ccc(S(=O)(=O)N3CCCC3)cc2C(N)=O)cc1	10	0	6	11	4	-4	-10	1	-1.6
New compounds follow
SMILES	CCR6 antagonist	EBI2 block	Mdm2-MdmX inh	697 NFkB inh	Gli-Sufu block	CXCR6 inh	Jurkat NFkB inh	UPR XBP1 act	CHOP UPR activ
CC(Oc1cc(-c2ccccc2)cc2ccccc12)C(=O)N1CCOCC1 (stereo not drawn)	1	7	-7	-20	15	-1	-3	0	-1.3
O=S(=O)(NCCN1CCOCC1)c1ccc2ccccc2c1	3	-12	-4	3	-6	6	-7	-2	1.7
Cc1ccc(C(=O)Nc2ncccc2C)o1	7	-11	·	·	-3	2	·	·	·
O=C(Cn1c(C(F)(F)F)nc2ccccc21)N1CCCC1	-12	-2	-13	-22	6	-4	0	-1	-1.5
O=C1CCCN2N=C(SCC(=O)Nc3nc4ccccc4s3)SC2=N1	1	-1	9	-19	-6	-4	-9	-3	0.7
CCOC(=O)C(=NC1CCCCC1)NNc1cccc(C(F)(F)F)c1	2	-4	5	-14	-3	-25	-23	-4	-3.3
O=C(NC1CCCCC1)C(c1ccccc1)N1CCC2(CC1)OCCO2 (stereo not drawn)	-5	-12	-11	1	-10	-2	5	-1	2.2
O=C(NCCCN1CCOCC1)c1cc(-c2cccc(O)c2)on1	10	-4	9	14	-4	7	-9	-5	2.1
Cc1cccnc1CC(C)NC(=O)c1cc(COc2cncc(Cl)c2)on1 (stereo not drawn)	6	0	-11	-3	-7	-4	-24	1	4.0

Compound profiles, from the list above. Order of screens: CCR6 antagonist | EBI2 block | Mdm2-MdmX inh | 697 NFkB inh | Gli-Sufu block | CXCR6 inh | Jurkat NFkB inh | UPR XBP1 act | CHOP UPR activ
Shown for Cc1ccc(NNC(=S)Nc2ccc(C(C)C)cc2)c(C)c1 → 42 | 70* | 4 | -10 | -17 | 19 | 6 | -2 | -0.1
Shown for CC(=O)c1cccc(OCc2cc(C(=O)N(C)Cc3ccc(C)o3)no2)c1 → 13 | -17 | -10 | -49 | -9 | 2 | -45 | 0 | 1.1
Shown for CCn1cc(/C=N/NC(=O)c2ccc3c(c2)OCO3)c(C)n1 → -5 | -9 | 6 | -11 | -9 | -4 | -5 | -1 | 1.4
Shown for CCc1ccc(OCC(=O)c2c(O)c3ccccc3oc2=O)cc1 → 13 | -5 | 12 | -3 | 9 | 2 | 7 | -2 | 1.3
